MEKK3 PB1 HTS: modulators of MEKK3-MEK5 PB1 binding, primary screen, biochemical, wildtype MEKK3, multiplex bead flow cytometry, Alexa488-MEK5. Mitogen-activated protein kinase kinase kinase 3 (Homo sapiens), Q99759. bead-based flow cytometry, Alexa488-MEK5 binding to MEKK3; actives lie on both sides; 0 = blocked by unlabeled MEK5, 100 = vehicle. binding response (% of control), % at 10 µM. 290,000 compounds, 1.4% hits. AID 1529, 2009;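 active = binding response more than 3 SD above or below the average of its plate-row segment, actives on both sides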;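 note: Alexa488 bead fluorescence after subtracting the streptavidin-only scavenger bead signal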
V1R ag counter: agonists of human V1a receptor, primary screen, counter-screen for OXTR agonist project, fluorescence, CHO-V1R cells; Vasopressin V1a receptor (Homo sapiens), P37288; Fluo-8 calcium fluorescence, agonist mode; 0% DMSO, 100% 3 nM vasopressin; activation, % at 3 µM; 320,000 compounds, 0.25% hits; AID 2797, 2010;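 active = activation above the mean activation of all tested compounds plus 3 SD, per screening run, cut at about 20% in these data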;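 note: signal is peak over basal fluorescence ratio across a 100 second FLIPR read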
Target sequence (P37288 whole entry, looked up): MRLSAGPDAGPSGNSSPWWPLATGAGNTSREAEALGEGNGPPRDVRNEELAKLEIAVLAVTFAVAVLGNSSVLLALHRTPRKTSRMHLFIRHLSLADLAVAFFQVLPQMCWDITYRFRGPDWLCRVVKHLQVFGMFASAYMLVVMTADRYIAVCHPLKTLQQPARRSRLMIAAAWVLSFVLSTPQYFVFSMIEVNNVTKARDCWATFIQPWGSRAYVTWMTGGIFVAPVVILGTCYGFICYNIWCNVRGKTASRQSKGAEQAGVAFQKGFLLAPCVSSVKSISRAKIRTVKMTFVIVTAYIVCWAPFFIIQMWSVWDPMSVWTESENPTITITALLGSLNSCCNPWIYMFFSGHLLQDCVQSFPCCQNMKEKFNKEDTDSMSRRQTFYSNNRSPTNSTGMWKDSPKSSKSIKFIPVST
NALP1 inh: NALP1 inflammasome inhibitors in reconstituted yeast, colorimetric, S. cerevisiae, triplicate retest. AID 2071, 2009. S. cerevisiae NALP1/ASC/caspase-1 growth, X-gal OD620, 72 h. 280,000 compounds, 0.61% hits. inhibition, % at 10 µM; in the data active = inhibition mostly above about 24%, no sharp cut-off; inactive = mostly below about 32%; note: some compounds called inactive have numbers as strong as hits
MEKK2mut PB1 HTS: MEK5 binding signal on mutant MEKK2 PB1, primary screen, biochemical, multiplex bead flow cytometry, Alexa488-MEK5 | 290,000 compounds, 0.35% hits | Alexa488-MEK5 binding to MEKK2 mutant | percent response, % at 10 µM; in the data active = percent response above about 24%, passing the limit was not always enough; note: inactives centre near 1; some results filed as inactive read as strong as hits; reference of the scale not given here
GPR7 antag: GPR7 receptor antagonists, primary screen, cell-based, fluorescence, single concentration; AID 1861, 2009; Neuropeptides B/W receptor type 1 (Homo sapiens), P48145; 290,000 compounds, 1.1% hits; GPR7-expressing cells, fluorescence antagonist assay; inhibition, % at 4.4 µM; in the data active = inhibition above about 16%, passing the limit was not always enough;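 note: cells stimulated with the agonist NPW; 0% = agonist with vehicle and 100% = vehicle without agonist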
GalR3 antagonist: GalR3 antagonists in HEK293 cells, primary screen, cell-based, fluorescence readout; 360,000 compounds, 0.44% hits; AID 651719, 2012; HEK293 GalR3-CNG cAMP membrane potential fluorescence; galR3 body fused to GalR1 C-terminus; inhibition, % at 3 µM;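 active = inhibition above the screen-wide average plus 3 SD, cut at about 13% in these data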;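 note: forskolin and galanin both at EC90 stimulate the cells; cAMP rise reported by CNG channel membrane potential dye signal; 0% = forskolin plus galanin with DMSO and 100% = forskolin alone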
Target sequence (O60755 1-299 limits assumed): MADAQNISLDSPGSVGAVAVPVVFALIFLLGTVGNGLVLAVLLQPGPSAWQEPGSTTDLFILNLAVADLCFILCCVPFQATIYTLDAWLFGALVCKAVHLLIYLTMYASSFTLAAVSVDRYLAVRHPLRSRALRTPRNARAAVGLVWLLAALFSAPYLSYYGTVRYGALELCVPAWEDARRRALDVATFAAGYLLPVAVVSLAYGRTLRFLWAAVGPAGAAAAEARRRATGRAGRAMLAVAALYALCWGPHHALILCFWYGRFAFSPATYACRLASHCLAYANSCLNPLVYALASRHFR
MEKK2 WT-MEK5: modulators of MEK5 binding to wildtype MEKK2, primary screen, biochemical, multiplex bead flow cytometry, Alexa488-MEK5; Alexa488-MEK5 binding to MEKK2 WT; actives lie on both sides; binding response (% of control), % at 10 µM; Mitogen-activated protein kinase kinase kinase 2 (Homo sapiens), Q9Y2U5; 290,000 compounds, 1.1% hits; AID 1531, 2009; in the data active = binding response below about 67% or above about 130%
OXTR agonist: human OXTR agonists, primary screen, fluorescence, CHO-OTR cells, Fluo-8 calcium; Oxytocin receptor (Homo sapiens), P30559; Fluo-8 calcium fluorescence; normalized: DMSO 0%, oxytocin 100%; activation, % at 3 µM; 320,000 compounds, 0.32% hits; AID 2435, 2010;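 active = activation above the mean of all tested compounds plus 3 SD, cutoff set per screening run, cut at about 20% in these data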;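 note: peak over basal fluorescence ratio from a 100 s FLIPR kinetic read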
Target sequence (P30559 whole entry, looked up): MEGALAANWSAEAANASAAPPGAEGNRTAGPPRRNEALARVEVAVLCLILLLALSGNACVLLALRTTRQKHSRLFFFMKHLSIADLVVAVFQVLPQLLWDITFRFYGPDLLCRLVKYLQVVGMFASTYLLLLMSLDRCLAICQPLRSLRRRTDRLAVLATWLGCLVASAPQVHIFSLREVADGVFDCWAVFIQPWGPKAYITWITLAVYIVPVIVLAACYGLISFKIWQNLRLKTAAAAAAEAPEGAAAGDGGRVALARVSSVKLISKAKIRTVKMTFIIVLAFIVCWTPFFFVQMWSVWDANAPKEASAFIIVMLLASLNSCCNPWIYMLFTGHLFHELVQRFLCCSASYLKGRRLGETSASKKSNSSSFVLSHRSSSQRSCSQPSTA
PHOSPHO1 block: PubChem AID 1565 | Phosphoethanolamine/phosphocholine phosphatase (Homo sapiens), Q8TCT1 | recombinant PHOSPHO1, absorbance phosphatase assay | inhibition, % at 13.3 µM | 290,000 compounds, 1.1% hits; in the data active = inhibition above about 60%
An asterisk follows results filed as active; x = not tested or not shown.

SMILES	MEKK3 PB1 HTS	V1R ag counter	NALP1 inh	MEKK2mut PB1 HTS	GPR7 antag	GalR3 antagonist	MEKK2 WT-MEK5	OXTR agonist	PHOSPHO1 block
Cc1ccc(OC(=O)c2c(C)nn(-c3ccccc3)c2C)cc1	98	0.2	-1	3	-1	-5	100	-2.1	-19
COCCn1c(-c2ccccc2)nc(=S)c2c1CC(C)(C)OC2	109	0.2	10	16	-10	2	111	0.3	31
COc1ccc(N(CC(=O)NC2CCCC2)C(=O)Cn2nnc(-c3ccc(C)cc3)n2)cc1OC	103	-0.2	-9	2	2	-6	110	-0.3	-10
CC(=O)c1cc(CN2CCC(C(=O)Nc3ccc(-n4nc(C)cc4C)cc3)CC2)cs1	105	2.6	6	10	-6	1	118	1.3	25
CCN1CCN(C(=O)/C=C/c2cccc(Cl)c2)CC1	96	0.8	16	-5	3	-1	100	-0.4	53
COc1ccc(C2CC(c3ccc(OC)cc3)n3nc(NS(C)(=O)=O)nc3N2)cc1 (configuration not stated)	99	-0.5	-2	-3	-15	-1	98	1.4	-22
COc1ccc(-c2cc3ccc(OCC(N)=O)cc3oc2=O)cc1OC	95	0.2	31	-6	5	-6	95	0.4	30
Cc1cc(C)nc(SCNC(=O)c2ccc(F)cc2)n1	94	-1.0	16	-1	0	-1	97	-0.5	-51
O=C(CCl)N(c1ccccc1)C1CCCCC1	88	0.1	-4	0	-1	-2	96	0.1	-21
Cn1cc(CN2CCCC(C(=O)Nc3ccc(-c4cccc(F)c4)cc3)C2)cn1 (configuration not stated)	99	16	19	12	39*	-1	129	13	38
CCCC(=O)Nc1cc(-c2nn(C)c(=O)c3ccccc23)ccc1OC	102	0.0	6	1	-11	-5	97	0.0	8
COc1cc2nc(CN3CCC(C(O)(c4ccccc4)c4ccccc4)CC3)[nH]c(=O)c2cc1OC	101	0.9	-5	-2	-13	1	97	0.1	-8
CCCCNc1ccc(C(CC(N)=O)NC(=O)c2cc(C)cc(C)c2)cc1[N+](=O)[O-] (configuration not stated)	99	0.5	37	-5	-10	-4	92	0.1	31
Cc1ccccc1C(=O)Nc1nnc(-c2ccncc2)o1	109	0.4	-12	3	-8	1	109	0.3	34
CCOc1cc(C=O)ccc1OCc1cc(=O)n2cc(C)ccc2n1	102	-0.2	-3	-1	-16	-7	104	0.5	-10
O=C(COC(=O)Cc1cccc(C(F)(F)F)c1)Nc1cccc2ccccc12	97	1.0	15	10	-2	-11	99	-1.5	9
O=C(COc1ccccc1)Nc1cc(Cl)ccc1Cl	99	-0.5	-28	-1	-9	-13	99	-2.2	x
Cc1ccc(-c2csc(NC(=O)C[n+]3cc(-c4ccc(C)cc4)n4c3CCC4)n2)cc1	104	0.5	24	3	-8	8	141*	-1.3	15
CCCC1CCc2c(sc(N)c2C(N)=O)C1 (configuration not stated)	102	3.0	1	4	-2	-1	100	6.0	95*
O=C(NN=C1CCCCCC1)c1cc(-c2ccccc2)nc2ccccc12	99	1.3	-1	-2	-9	5	98	-1.3	-4
Cc1cc(C)cc(NC(=S)N2CCC(NC(=O)c3ccc(F)cc3)CC2)c1	104	0.5	19	-1	0	-8	105	-1.0	-6
O=C(c1c(Cl)nc2sccn12)N1CCCc2ccccc21	100	0.0	27	0	-10	1	99	-0.2	-7
C=C(C)C(=O)Oc1ccc(N2C(=O)[C@@H]3C4C=CC(C4)[C@@H]3C2=O)cc1	102	0.5	4	3	22	-9	101	0.1	16
O=C(Nc1nc2ccc3ccccc3c2s1)c1ccc(N2CCCCC2)c([N+](=O)[O-])c1	94	-0.4	29	15	-3	0	121	0.2	-3
Cc1ccc2nc(SCC(=O)c3ccc4c(c3)NC(=O)CO4)[nH]c2c1	96	1.4	-1	-6	-14	-4	96	0.2	21
O=C(c1ccco1)N1CCC(c2nc3c(nnn3Cc3ccccc3Cl)c(=O)[nH]2)CC1	99	0.5	15	-2	7	2	97	0.7	18
Cc1ccc(NC(=O)CN(C)C(=O)c2cccnc2Nc2cccc(C(F)(F)F)c2)cc1	113	1.7	22	9	-20	-5	123	2.5	37
CCN1CCN(C(=O)C2CCC(=O)N(Cc3cccc(C(F)(F)F)c3)C2)CC1 (configuration not stated)	104	0.9	7	3	-3	2	105	0.5	34
CCn1c(SCC(=O)O)nnc1-c1ccccc1OC	105	0.2	6	-2	1	-7	102	0.9	-17
C=CCn1c(SCC(=O)N2CCOCC2)nnc1C(C)NC(=O)c1ccccc1 (configuration not stated)	106	-0.9	8	9	-5	1	111	-0.4	17
O=C1CCC([N+](=O)[O-])C(c2ccccc2Br)N1 (configuration not stated)	107	-0.5	x	3	-13	-10	106	-0.3	x
CN(C(=O)Cn1nnc2ccccc2c1=O)C1CCCCC1	109	0.8	20	8	-3	-10	110	0.2	-19
COC(=O)c1ccc(NC(=O)C(=O)c2cccn2C)cc1	108	2.5	15	-2	-10	x	98	0.1	36
CN1CCN(C(=O)c2ccc(COc3ccc(C(C)(C)C)cc3)o2)CC1	99	4.3	14	6	5	0	105	8.9	23
C#CCOc1ccc(OC)cc1C(c1c(C)[nH][nH]c1=O)c1c(C)[nH][nH]c1=O	105	x	5	5	-7	x	106	x	24
COC(=O)Cn1c(N2CCCC2)nc2c1c(=O)n(C)c(=O)n2C	112	0.1	3	30*	-3	-7	115	-0.3	3

Some of the entries above, set out differently:
canonical_smiles | MEKK3 PB1 HTS | V1R ag counter | NALP1 inh | MEKK2mut PB1 HTS | GPR7 antag | GalR3 antagonist | MEKK2 WT-MEK5 | OXTR agonist | PHOSPHO1 block
COC(=O)c1ccc(NC(=O)C(=O)c2cccn2C)cc1 | 108 | 2.5 | 15 | -2 | -10 | x | 98 | 0.1 | 36
CN1CCN(C(=O)c2ccc(COc3ccc(C(C)(C)C)cc3)o2)CC1 | 99 | 4.3 | 14 | 6 | 5 | 0 | 105 | 8.9 | 23

(listing goes on)
SMILES	MEKK3 PB1 HTS	V1R ag counter	NALP1 inh	MEKK2mut PB1 HTS	GPR7 antag	GalR3 antagonist	MEKK2 WT-MEK5	OXTR agonist	PHOSPHO1 block
Cc1ccc2c(c1)/C(=C/c1ccccc1F)C(=O)N2	96	-1.8	6	-1	-8	-10	95	-1.7	24
O=C(Nc1ccccc1)c1ccc(OC(=O)c2ccccc2)cc1	102	-0.8	10	4	11	-9	98	-0.6	x
COc1ccc(N2C(=O)[C@@H]3[C@H](C2=O)[C@H](C(C)=O)N2c4ccccc4C=C[C@@H]32)cc1	97	0.0	-5	-1	-3	-2	99	-0.9	28
CCOc1ccc(S(=O)(=O)Nc2ccccc2C(=O)N2CCOCC2)cc1	99	-0.4	-10	-1	-4	-5	98	-0.3	40
COc1ccc(NC(=O)c2cccc(NC(=O)c3ccccc3)c2)cc1	106	0.0	5	12	12	-10	109	-0.2	36
COc1cccc(C(=S)N2CCOCC2)c1OS(=O)(=O)c1ccc(Cl)cc1	104	0.5	11	5	-23	0	109	-0.5	14
CC(=O)N1CCc2cc(S(=O)(=O)CCC(=O)NCCc3ccc(Cl)cc3)ccc21	100	3.8	11	5	-4	7	102	2.9	65*
COc1ccc(-c2c3c(nc4sc(C(=O)Nc5cc(C)on5)c(N)c24)CCC3)cc1	100	-0.4	13	-1	-8	-1	90	-0.4	-31
O=C(CSc1cc(Cl)ccc1Cl)NC1CCCC1	100	-0.9	17	3	-19	-6	101	-1.7	19
Cc1nnc(SC(C)C(=O)Nc2ncc(Cl)cc2Cl)n1Cc1ccccc1 (configuration not stated)	97	0.7	21	6	0	-2	104	0.6	28
Cc1[nH]c2ccccc2c1C(=O)C(=O)NC1CC1	97	0.3	16	-4	-2	-4	96	0.6	35
COc1cc(O)c(C(CCN2CCCCC2)c2ccc3c(c2)OCO3)c(OC)c1 (configuration not stated)	95	-1.0	6	7	x	-3	103	1.9	18
CCCn1nc(NC(C)=O)c2cc3cccc(C)c3nc21	98	-1.6	20	1	-9	-6	94	-1.6	11
Cc1[nH]n(-c2ccc([N+](=O)[O-])cc2)c(=O)c1C=NCC1CCCO1 (configuration not stated)	94	-0.5	-2	-7	-3	-2	90	0.6	-13
COc1ccc(N2CCN(C(=O)Cn3cnc4c(cnn4-c4ccccc4)c3=O)CC2)cc1	92	6.3	0	-2	-3	-3	94	0.4	20
CCOc1ncccc1C(=O)OCC(=O)Nc1ccc2c(c1)OCO2	104	0.2	7	0	-11	-5	101	-0.8	15
Clc1cccc(Cl)c1CO/N=C/c1c(-c2ccccc2)nc2n1CCS2	102	-0.2	3	-1	-12	-2	104	0.2	40
CCO[C@H]1OC(C(=O)O)=C[C@@H](C2CCCCC2)[C@@H]1CCCO	88	-0.3	-14	5	-16	-5	102	0.5	16
CC(=O)c1cccc(NS(=O)(=O)c2ccc(N/C=C\C(=O)c3ccc(C)cc3)cc2)c1	102	7.2	-6	-5	7	-3	99	5.2	45
CC(=O)Nc1ccc(NC(=O)c2cccc3c2-c2ccccc2C3=O)cc1	92	-0.3	4	-2	10	-7	96	0.0	12
CCN(CC)C(=O)C(=O)Nc1ccc(OC)c(Cl)c1	103	1.5	25	-1	-7	7	103	-0.3	13
CCCCn1c(N)c(Sc2ccc(C)cc2)c(=O)[nH]c1=O	99	-0.7	0	1	0	-5	102	-1.1	-16
CCOc1ccccc1NC(=O)NC1(C(=O)N2CCN3CCCC3C2)CCCCC1 (configuration not stated)	101	1.4	33	2	-13	-4	102	-0.9	-6
CCOC(=O)CNc1nc(Cl)c(C#N)s1	94	2.1	28	-7	1	-4	92	0.5	23
O=S(=O)(NC1=NCCCCC1)c1cccs1	99	0.3	38	0	3	7	102	0.6	5
O=C(CCN1C(=O)c2ccccc2C1=O)NCc1ccc(Cl)cc1	99	0.5	7	3	-7	-6	100	0.5	35
COc1ccc(C(=O)Nc2ccccc2C(=O)N/N=C/c2ccncc2)cc1OC	96	0.1	8	1	-13	2	98	-1.9	-8
CCOc1ccccc1NC(=O)Nc1cc(S(=O)(=O)N(C)C)ccc1C	101	0.0	16	5	-14	0	101	-1.0	21
O=S(=O)(CCc1nc2ccccc2s1)c1ccc2ccccc2c1	94	-0.1	34	4	-3	-4	100	-1.1	35
CC(=O)N(C)c1ccc(OCC(O)Cn2c(C)nc3ccccc32)cc1 (configuration not stated)	135*	2.0	0	1	-4	-5	115	0.4	11
O=C(NC(=S)NCc1cccnc1)c1cc2ccccc2o1	107	0.6	-8	-2	-4	-2	101	-0.4	0
CCn1c(SCC(=O)Nc2ccc(F)cc2)nnc1-c1cnccn1	101	1.3	11	2	-7	1	102	0.6	26
Cc1cc(F)ccc1S(=O)(=O)Nc1ccccc1C(=O)Nc1ccccc1N1CCOCC1	89	11	-15	-8	-9	4	95	10	24
COc1ccc(Cc2nc3ccc(C(=O)NC4CCOC4)cc3o2)cc1 (configuration not stated)	102	3.4	25	-10	9	-7	98	1.9	29
COc1ccc(NC(=O)C2CCN(C(=O)c3cccs3)CC2)cc1	102	0.5	17	4	-3	4	107	-0.3	16
O=C(/C=C/c1ccccc1Cl)c1cccnc1	99	-0.1	5	13	7	-2	106	-1.5	22

Assay outcomes: PubChem BioAssay, several laboratories
